Screening results (PubChem BioAssay)
M1 antag: human M1 muscarinic receptor antagonists, primary screen, CHO-K1 cells, Fluo-8 calcium fluorescence, 1536-well; CHO-K1 hM1, ACh EC80 antagonist; inhibition, % at 3 µM; 360,000 compounds, 1.3% hits; Muscarinic acetylcholine receptor M1 (Homo sapiens), P11229;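 active = percent inhibition above its own plate's cutoff, namely the mean of that plate's compound wells plus 3 SD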;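 also: peak over basal fluorescence ratio during 140 s after agonist addition; 0% = ACh EC80 plus DMSO and 100% = DMSO alone without agonist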
Target sequence (P11229 whole entry, looked up): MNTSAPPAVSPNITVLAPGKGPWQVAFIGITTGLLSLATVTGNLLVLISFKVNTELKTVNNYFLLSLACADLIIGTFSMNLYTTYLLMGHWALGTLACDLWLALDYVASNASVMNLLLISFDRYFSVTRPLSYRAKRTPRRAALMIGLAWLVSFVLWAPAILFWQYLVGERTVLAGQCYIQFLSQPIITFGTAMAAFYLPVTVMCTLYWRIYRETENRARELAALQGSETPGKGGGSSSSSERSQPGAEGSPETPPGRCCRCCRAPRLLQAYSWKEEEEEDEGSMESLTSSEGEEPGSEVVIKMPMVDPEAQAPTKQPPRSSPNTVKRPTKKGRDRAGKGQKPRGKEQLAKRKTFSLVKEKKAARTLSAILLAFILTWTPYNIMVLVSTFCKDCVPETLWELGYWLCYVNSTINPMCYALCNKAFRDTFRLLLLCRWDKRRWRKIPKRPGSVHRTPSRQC
CHRM1 PAM: human M1 muscarinic receptor positive allosteric modulators, primary screen, CHO-K1 cells, Fluo-8 calcium fluorescence, 1536-well | CHO-K1 hM1, ACh EC20; 0% = ACh EC20, 100% = maximal ACh | activation, % at 3 µM | 360,000 compounds, 0.088% hits; in the data active = activation above about 19%, passing the limit was not always enough
M1 ag: human M1 muscarinic receptor agonists, primary screen, Fluo-8 calcium fluorescence, CHO-K1 cells, HTS | Muscarinic acetylcholine receptor M1 (Homo sapiens), P11229 | CHO-K1 hM1, agonist mode; 0% DMSO, 100% acetylcholine EC100 | activation, % at 3 µM | 360,000 compounds, 0.33% hits | AID 588814, 2011;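 active = activation above the run's mean compound activation plus 3 SD, cut at about 16% in these data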;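 also: peak over basal fluorescence ratio within a 140 s kinetic read after compound addition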
M4 ag: human M4 muscarinic receptor agonists, primary screen, CHO-K1 cells, Fluo-8 calcium fluorescence. CHO-K1 hM4/Gqi5; vehicle 0%, full acetylcholine response 100%. AID 624127, 2012. Muscarinic acetylcholine receptor M4 (Homo sapiens), P08173. 360,000 compounds, 0.14% hits. activation, % at 3 µM;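 active = activation above the run mean over all test wells plus 3 SD, cut at about 32% in these data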;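 also: peak over basal fluorescence ratio per well then scaled between controls; 0% = DMSO wells and 100% = acetylcholine at EC100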
CHO-K1 Ca antag: M1 antagonist counterscreen hit in parental CHO-K1 cells. ATP-induced calcium, Fluo-8 fluorescence. inhibition, % at 3 µM. 360,000 compounds, 0.6% hits. AID 602250;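 active = inhibition above a per-plate cutoff, the plate's mean sample inhibition plus 3 SD, cut at about 24% in these data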;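 also: 0% = DMSO plus EC80 ATP and 100% = DMSO alone without ATP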
M4 antag: human M4 muscarinic receptor antagonists, primary screen, CHO cells, Fluo-8 calcium fluorescence. Muscarinic acetylcholine receptor M4 (Homo sapiens), P08173. CHO-hM4 cells, ACh EC80. inhibition, % at 3 µM. 360,000 compounds, 0.73% hits;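 active = inhibition above its plate's cutoff, the mean inhibition of sample wells plus 3 SD, cut at about 27% in these data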;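 also: 0% = acetylcholine EC80 with DMSO and 100% = DMSO without agonist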
CHO-K1 Ca ag: counter-screen for M1 agonists: effect in parental CHO-K1 cells. AID 602248, 2012. activation, % at 3 µM. Fluo-8 calcium fluorescence; scaled to maximal ATP response, vehicle zero. 360,000 compounds, 0.48% hits; in the data active = activation above about 15%;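 also: untransfected CHO-K1 host cells lacking M1 receptor as counterscreen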
OXTR potentiator: human OXTR potentiators, primary screen, fluorescence, CHO-OTR cells, Fluo-8 calcium; Oxytocin receptor (Homo sapiens), P30559; 320,000 compounds, 0.061% hits; Fluo-8 calcium fluorescence, potentiator mode; 0% = oxytocin EC15, 100% = EC100; AID 2445, 2010; activation, % at 3 µM;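 active = activation above that plate's cutoff, the mean activation of tested compounds plus 3 SD, cut at about 6.6% in these data, passing the limit was not always enough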;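 also: 100% uses oxytocin at 75 nM as the full agonist control; some results filed as inactive read as strong as hits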
Target sequence (P30559 whole entry, looked up): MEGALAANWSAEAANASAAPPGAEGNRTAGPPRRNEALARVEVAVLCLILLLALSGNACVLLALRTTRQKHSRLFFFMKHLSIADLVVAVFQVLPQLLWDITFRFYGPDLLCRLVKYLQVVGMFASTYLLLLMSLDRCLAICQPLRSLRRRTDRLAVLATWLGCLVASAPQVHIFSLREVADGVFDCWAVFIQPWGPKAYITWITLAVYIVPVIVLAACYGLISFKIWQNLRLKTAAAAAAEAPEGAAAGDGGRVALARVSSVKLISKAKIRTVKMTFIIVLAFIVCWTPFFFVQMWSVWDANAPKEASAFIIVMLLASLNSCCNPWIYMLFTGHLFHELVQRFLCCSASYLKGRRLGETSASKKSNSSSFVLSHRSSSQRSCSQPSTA
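Material: human OTR in CHO cells. Compound: 3.0 µM, one dose. Timing: compound 6 min at room temperature before oxytocin, 100 s read. Evaluation: % activation of max/min ratio relative to oxytocin controls. Replication: single well per compound, singlicate. Signal: Fluo-8 calcium dye fluorescence.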
CHO parental Ca: ATP-evoked calcium signal inhibitors, parental CHO, primary screen, counter-screen for OX1R antagonist project, cell-based, fluorescence, Fluo-8 calcium dye. parental CHO-K1, ATP-induced calcium, Fluo-8 fluorescence. inhibition, % at 5.6 µM. 330,000 compounds, 0.63% hits;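 active = inhibition above that plate's mean sample inhibition plus 3 SD, cut at about 26% in these data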;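 also: 0% = ATP-challenged DMSO wells and 100% = DMSO wells without ATP; some compounds past the cut are filed as inactive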
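Assay system – parental CHO cells · Reagent – ATP stimulus · Detection – intracellular calcium via Fluo-8 no-wash fluorescent dye · Evaluation – percent inhibition of ATP-evoked calcium rise, normalized to controls · Controls – ATP wells versus no-ATP DMSO wells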
Starred values were filed as active, the others as inactive; nt = no result given.

SMILES	M1 antag	CHRM1 PAM	M1 ag	M4 ag	CHO-K1 Ca antag	M4 antag	CHO-K1 Ca ag	OXTR potentiator	CHO parental Ca
CCN(c1ccccc1)S(=O)(=O)c1ccc(NC(=O)c2ccco2)cc1	6	-1	-3	10	-5	5	4.0	-11	-5
CCC1CCC2(CC1)SCC(=O)N2c1ccccc1 (stereo unspecified)	-10	7	-5	-1	-8	0	2.3	-8	-9
COc1ccccc1CNC(=O)c1ccc(N2CCOCC2)c([N+](=O)[O-])c1	-6	6	-4	5	0	1	3.1	-17	-14
COc1cc(NC(=O)CN2C(=O)COc3ccc(S(=O)(=O)N4CCCC4)cc32)cc(OC)c1	-1	14	1	-1	-9	8	-1.0	-7	-17
CC(=O)c1ccc(OC(=O)C(CCS(C)(=O)=O)N2C(=O)c3ccccc3C2=O)cc1 (stereo unspecified)	-5	2	0	2	-20	6	0.1	1	2
CCOC(=O)Cn1c(=O)oc2ccc(C)cc21	-11	6	-5	3	-10	-9	0.6	-19	9
COc1ccccc1CCNC(=O)CSc1nnc2ccc(-c3cccnc3)nn12	-7	18	7	1	15	11	0.2	-4	21
Cc1cccc(N2CCN(C(=O)CCCSc3nc4ccccc4[nH]3)CC2)c1C	9	-6	-3	9	-5	3	6.7	-12	-20
COc1ccc(-c2cc(NCCc3ccncc3)n3ncnc3n2)cc1	-4	6	-2	1	13	-2	0.2	3	-23
O=C(/C=C/[C@H]1O[C@@H](n2ccc(=O)[nH]c2=O)[C@H](O)[C@@H]1O)NCC1CCCO1 (stereo partly specified)	-16	-2	-2	0	-7	6	0.3	nt	nt
CCN1C(=NCCc2ccccn2)N[C@@H](c2cccc(C(F)(F)F)c2)C(C(=O)OC)=C1C	-3	3	-8	3	-3	4	0.7	3	-18
CCN1CCc2c(sc(NC(=O)c3ccc(S(=O)(=O)N4CC(C)OC(C)C4)cc3)c2C(N)=O)C1 (stereo unspecified)	-10	7	-5	2	-11	-9	-0.3	-12	32
O=C(CCS(=O)(=O)c1ccc(Br)cc1)N1CCN(c2ccc(Cl)cc2)CC1	-3	4	-4	2	-15	0	1.4	-7	-4
O=C(CN1CCN(Cc2ccccc2)CC1)NCCc1ccccc1	-15	1	-6	0	-5	11	-0.1	-8	-17
O=C(Nc1cc2c3c(c1)CC(=O)N3CCC2)c1ccc(Br)o1	1	1	-2	1	4	17	0.1	-14	-22
Nc1nc(NC(=O)Cc2ccccc2)nn1-c1ccccc1	-2	5	-3	0	-7	4	1.1	-6	-13
Cc1ccc(NC(=S)Nc2cc(C)on2)cc1	-10	9	-4	-1	9	-3	-0.3	3	-4
COCC1CCCCN1C(=O)c1ccc(OC)c(OC2CCN(C(C)C)CC2)c1 (stereo unspecified)	1	-2	-4	4	-16	1	3.5	-2	-8
CC(C(=O)N1CCCC1)N1CCN(c2ccccc2O)CC1 (stereo unspecified)	1	5	-8	1	-10	-3	0.7	-11	-10
Nc1nc2n(n1)C(c1cccc(Br)c1)CC(c1ccc(F)cc1)N2 (stereo unspecified)	-5	1	0	6	-6	10	3.4	-18	-7
Cc1c(C(=O)O)sc2nc(CSc3ncc(C(F)(F)F)cc3Cl)[nH]c(=O)c12	-11	14	2	1	-12	-3	0.0	-2	-5
O=C(CCn1c(=O)c2sccc2n(CC(=O)OCc2ccccc2)c1=O)NCc1ccccc1	11	-6	-1	2	3	4	0.6	3	-5
CCN(CC)CCN(C)C(=O)c1[nH]c(C(F)(F)F)nc1-c1ccccc1	-26	9	2	0	-14	-13	0.7	nt	nt
CCOC(=O)c1ccc(-n2ccnc2)c(NC(=O)c2cccc(Br)c2)c1	-4	6	-1	6	-12	7	3.0	1	-25
Cc1ccc(Nc2nc3ccccc3c(=O)[nH]2)cc1C	-9	11	0	3	-5	-17	0.7	-19	-17
CCOC(=O)[C@H]1[C@H]2COc3ccc(C)cc3[C@@H]2N2C(=O)c3cc(Br)ccc3NC(=O)[C@@]12C	8	-8	-12	5	-16	2	0.6	-4	-14
CC1CN(C(=O)c2cccc(S(=O)(=O)Nc3cc(Cl)ccc3Cl)c2)CC(C)O1 (stereo unspecified)	-4	12	-7	0	-5	-6	8.5	-8	-12
Cn1nc(C(C)(C)C)cc1C(=O)NCc1ccc2c(c1)OCO2	19	-1	5	13	39*	10	13	-9	48*
COc1cc(C(=O)N(Cc2cc3ccccc3[nH]c2=O)CC2CCCO2)cc(OC)c1OC (stereo unspecified)	3	2	-2	3	8	8	0.8	1	-12
CC(C)(O)C(=O)NNC(=S)Nc1cccc(C(F)(F)F)c1	-2	3	0	0	-13	3	0.0	-11	5
COc1ccc(CNC(=O)[C@H](CCSC)NC(=O)N2CCn3c2nc2ccccc23)cc1	-5	-1	-3	6	-8	12	2.4	-8	-21
COc1ccc(-c2cc(C(F)(F)F)n3nc(C(=O)N4CCCCC4)cc3n2)cc1	-13	6	-3	0	-6	-15	0.4	0	-19
CCc1ccc(N2C(=O)CC(N3CCN(Cc4ccc5c(c4)OCO5)CC3)C2=O)cc1 (stereo unspecified)	6	-11	-13	2	1	-5	2.1	-3	7
COc1ccc(-c2noc(CCC(=O)O)n2)cc1	4	1	-2	0	6	9	0.1	-3	-1
CCC(C)Oc1nc2c(c(=O)n(C)c(=O)n2C)n1C (stereo unspecified)	0	8	-1	0	-12	3	0.8	-13	9
O=C(NCc1cc([N+](=O)[O-])ccc1O)c1cc(-c2ccncc2)nc2ccccc12	30	-10	1	20	10	10	8.8	-13	-15
CCCCn1c(N)c(N(CC)C(=O)c2ccc(N3CCCC3=O)cc2)c(=O)[nH]c1=O	-18	8	-1	2	1	-21	0.9	-5	-3
COCCCN1C(=O)c2[nH]nc(-c3cc(C)cc(C)c3O)c2C1c1ccc(O)c(OC)c1 (stereo unspecified)	8	4	-1	3	-1	8	0.2	-2	-5
COc1ccc(-c2csc(NC(=O)C3CCCO3)n2)cc1 (stereo unspecified)	5	-1	-2	3	6	-4	0.0	0	-10
CCN(CC)S(=O)(=O)c1ccc(NCCc2ccccn2)nc1	1	0	-6	1	-15	7	-0.2	-8	-4
Cc1cccc(C2NC(c3cccc(C)c3)C(C)C(=O)C2C)c1 (stereo unspecified)	-6	13	1	-1	-17	-5	-1.5	-14	-29
Cc1ccc2oc(-c3cccc(NC(=O)/C=C/c4cccc([N+](=O)[O-])c4)c3C)nc2c1	-5	4	-8	0	-6	10	1.5	4	-25
Cc1cc([N+](=O)[O-])ccc1NC(=O)c1csc(C)c1C	-11	3	-5	1	-16	-12	0.8	nt	nt
CN1C(=O)c2cccc3c(Br)ccc(c23)C1=O	-17	6	-4	0	-12	8	1.4	-6	-7
C=CCN1C(=O)C(CC(=O)NCC)SC1=Nc1cc(Cl)ccc1Cl (stereo unspecified)	-15	11	-5	0	-12	4	0.8	-17	-8
CSc1ccccc1NC(=O)CN1C(=O)C2CC=CCC2C1=O (stereo unspecified)	0	-2	0	0	-2	8	0.2	nt	nt
C=CCOc1ccc2ccccc2c1CNc1ncn[nH]1	0	7	-7	1	-4	1	-0.1	-6	-23
Cc1ccc(S(=O)(=O)N2CCN(C(=O)c3cc(C4CC4)nn3-c3ccccc3)CC2)cc1	3	-13	-9	2	-1	-1	0.6	nt	nt
CCCN(CC(=O)Nc1ccccc1C)C(=O)COC(=O)CSc1ccc([N+](=O)[O-])cc1	24	-9	-1	1	16	-1	-0.7	-11	-10
O=C(CSc1nc(-c2ccco2)cc(C(F)(F)F)n1)Nc1ccc2c(c1)CCC2	-27	6	0	1	5	-8	0.1	-7	-10

Looked up by structure from the list above (3):
SMILES	M1 antag	CHRM1 PAM	M1 ag	M4 ag	CHO-K1 Ca antag	M4 antag	CHO-K1 Ca ag	OXTR potentiator	CHO parental Ca
CCOC(=O)c1ccc(-n2ccnc2)c(NC(=O)c2cccc(Br)c2)c1	-4	6	-1	6	-12	7	3.0	1	-25
Cc1ccc(NC(=S)Nc2cc(C)on2)cc1	-10	9	-4	-1	9	-3	-0.3	3	-4
COc1cc(C(=O)N(Cc2cc3ccccc3[nH]c2=O)CC2CCCO2)cc(OC)c1OC (stereo unspecified)	3	2	-2	3	8	8	0.8	1	-12

More structures
SMILES	M1 antag	CHRM1 PAM	M1 ag	M4 ag	CHO-K1 Ca antag	M4 antag	CHO-K1 Ca ag	OXTR potentiator	CHO parental Ca
COC(=O)N1[C@H](C)C=C[C@]1(Cc1ccccc1)C(=O)O	5	13	1	0	0	-10	-0.2	-4	10
Cc1ccc(SCC(=O)Nc2ccc(S(=O)(=O)Nc3nccs3)cc2)cc1	-2	2	-1	1	3	2	-0.3	-10	2
O=c1oc(/C=C/c2ccccc2)nc2ccccc12	0	12	1	-1	-10	-1	-0.5	nt	nt
CN(Cc1ccccc1)C(c1cc2ccccc2o1)c1nnnn1C(C)(C)C (stereo unspecified)	nt	nt	nt	-1	-21	-8	1.0	nt	nt
Cc1ccc(-n2c(SCC(=O)Nc3ccc4c(c3)OCO4)nnc2-c2cccs2)cc1	-16	15	-2	-1	-8	-9	-0.3	1	-30
COc1cc(C(=O)Nc2cc(OC)c(OC)c(OC)c2)ccc1OCc1c(C)noc1C	8	-15	-3	15	-10	9	4.6	-2	11
CCN(CC(=O)Nc1ccc(NC(C)=O)cc1)C(=O)c1cc([N+](=O)[O-])ccc1Sc1ccc(Cl)cc1	16	-9	-7	10	6	0	0.4	nt	nt
Cc1cc(C)cc(NC(=S)N(CCCN2CCN(C)CC2)Cc2cccs2)c1	-6	5	-5	1	-6	-4	6.2	-6	-1
O=C1Nc2ccc([N+](=O)[O-])cc2OC1CCN1CCOCC1 (stereo unspecified)	0	7	-3	0	-1	-2	7.8	-11	6
CC(=O)OC1CCC2C3CCC4OC(=O)CCC4C3CCC12C (stereo unspecified)	0	-7	4	8	-4	6	1.1	nt	nt
CC(=O)c1ccc(OCC(=O)OCC(=O)Nc2sccc2C(N)=O)cc1	35*	-10	2	22	9	12	17*	-12	9
CN(C(=O)CN(c1ccccc1)S(=O)(=O)c1ccc(F)cc1)C1CCS(=O)(=O)C1 (stereo unspecified)	-26	6	-4	0	-11	-1	0.3	1	-13
C/C(=N/OCO/N=C(\C)c1ccc(F)cc1F)c1ccc(F)cc1F	-5	6	1	1	5	7	-0.1	1	-2
CCCN1CCN(S(=O)(=O)c2ccc(OC)c(Br)c2)CC1	-16	8	3	1	12	-10	-0.6	-1	-23
CCOc1ccc(C2C(C(=O)c3ccco3)=C(O)C(=O)N2CCN2CCOCC2)cc1OCC (stereo unspecified)	2	3	-1	0	-4	-2	-0.1	2	-9
